KCNQ2 block – KCNQ2 channel blockers in CHO-K1 cells – cell-based, FluxOR thallium flux, B-score, primary screen (AID 2156) | O88943 | 20 min; stronger effect = lower value | B-score at 10 µM | hit rate 1.1% among 310,000;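 active = fluorescence ratio B-score at most minus 3 library SDs, with starting brightness B-score within 2 library SDs, cut at about -5.5 in these data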
Target sequence (O88943 whole entry, looked up): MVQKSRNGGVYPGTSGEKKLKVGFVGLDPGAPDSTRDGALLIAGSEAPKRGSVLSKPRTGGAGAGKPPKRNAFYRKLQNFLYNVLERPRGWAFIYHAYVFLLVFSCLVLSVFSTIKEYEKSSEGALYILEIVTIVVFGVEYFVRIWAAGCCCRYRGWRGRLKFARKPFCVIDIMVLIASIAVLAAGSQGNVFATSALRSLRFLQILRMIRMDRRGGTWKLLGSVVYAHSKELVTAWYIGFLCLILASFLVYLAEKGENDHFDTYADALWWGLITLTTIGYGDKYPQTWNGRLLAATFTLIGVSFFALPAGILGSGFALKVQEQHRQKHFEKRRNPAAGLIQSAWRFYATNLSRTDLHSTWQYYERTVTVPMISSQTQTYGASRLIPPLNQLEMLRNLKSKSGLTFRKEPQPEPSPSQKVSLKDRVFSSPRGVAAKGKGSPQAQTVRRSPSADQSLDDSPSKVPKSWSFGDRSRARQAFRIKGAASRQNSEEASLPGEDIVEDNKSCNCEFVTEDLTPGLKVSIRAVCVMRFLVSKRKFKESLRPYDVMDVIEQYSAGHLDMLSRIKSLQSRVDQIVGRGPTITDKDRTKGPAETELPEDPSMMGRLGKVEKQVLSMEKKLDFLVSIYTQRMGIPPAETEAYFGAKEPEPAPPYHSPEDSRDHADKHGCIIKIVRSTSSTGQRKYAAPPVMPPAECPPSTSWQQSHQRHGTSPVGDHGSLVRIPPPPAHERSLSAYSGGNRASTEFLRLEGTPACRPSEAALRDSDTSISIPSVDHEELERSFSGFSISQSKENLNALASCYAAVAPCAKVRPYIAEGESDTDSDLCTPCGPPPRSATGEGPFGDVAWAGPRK
CHT inh – inhibits the human high affinity choline transporter; Q9GZV3; CHT-expressing cells, membrane potential dye, choline response; stronger effect = lower value; B-score at 10 µM; hit rate 0.86% among 310,000; AID 488975;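 active = B-score over 3 SD under the library average, and starting fluorescence ratio not unusually high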;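 note: choline stimulus applied at its EC90 after an EC20 pre-addition; B-score computed on integrated fluorescence ratio after choline addition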
Kir21 block – Kir2.1 (mouse) channel inhibition; P35561; HEK293-Kir2.1, FluxOR thallium flux fluorescence; stronger effect = lower value; hit rate 0.85% among 310,000; AID 1672; B-score at 10 µM;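 active = fluorescence ratio B-score at or below minus 3 SD of library scores, with starting-brightness B-score within 2 SD, cut at about -4.2 in these data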;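 note: channel flux triggered by added potassium and thallium sulfate stimulus; B-score of peak minus minimum fluorescence over baseline after thallium stimulus; more negative B-score means stronger Kir2.1 block with less thallium influx; some compounds called inactive have numbers as strong as hits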
* marks the source's active call; other numbers are inactive results; i = inactive; / = no result given.

entry | structure | KCNQ2 block | CHT inh | Kir21 block
1 | CC(=O)Nc1ccc(OC(=O)CC2SC(=O)NC2=O)cc1 (stereo unspecified) | i | i | 0.02
2 | O=S(=O)(c1ccc(Cl)nc1)N1CCN(c2ncccn2)CC1 | i | i | 0.16
3 | CCCc1cc(=O)oc2c3c(cc(OCC(=O)N4CCC[C@H]4C(=O)O)c12)OC(C)(C)CC3 | i | i | 0.19
4 | CSC(=NC#N)N1CCN(C(c2ccccc2)c2ccccc2)CC1 | i | i | -0.78
5 | CCCC/C(O)=C1\C(=O)CC(C)(C)CC1=Nc1ccc(OC)cc1 | i | i | 0.84
6 | CNC(=O)c1cc2cc(OC)ccc2oc1=O | i | i | 0.59
7 | CCC1CN(S(=O)(=O)c2cc(-c3cc(C)no3)ccc2OC)c2cc(C)ccc2O1 (stereo unspecified) | i | i | -1.3
8 | COc1ccccc1NC(=O)COC(=O)CCS(=O)(=O)c1ccc(C)cc1 | i | i | 0.68
9 | Cc1nn(C(=O)c2ccc([N+](=O)[O-])cc2)c(C)c1Br | i | i | -0.96
10 | COc1cccc(/C=N/NC(=O)c2ccncc2)c1OC(=O)c1ccc(Br)cc1 | i | i | -1.7
11 | Cc1ccc(-n2nc3c(=O)n(CCCC(=O)NCc4ccc(Cl)cc4)nc(C)c3c2C)cc1 | i | i | 0.59
12 | COc1cc(/C=C2/C(=O)N(c3ccc(C)c(C)c3)N=C2C)cc([N+](=O)[O-])c1O | i | i | 0.97

entry | structure | KCNQ2 block | CHT inh | Kir21 block
13 | COc1ccc(-c2sc3ccc(N4CCOCC4)cc3c2-c2ccc(OC)c(F)c2)cc1 | i | i | 0.01
14 | O=C(O)c1cc(O)c2c(c1)[C@@H]([C@H]1c3cc(C(=O)O)cc(O)c3C(=O)c3c(O[C@@H]4O[C@H](CO)[C@@H](O)[C@H](O)[C@H]4O)cccc31)c1cccc(OC3O[C@H](CO)[C@@H](O)[C@H](O)[C@H]3O)c1C2=O (stereo partly specified) | i | i | 0.51
15 | COCc1nnc(NC(=O)c2ccc(OC)cc2OC)s1 | i | i | -0.67
16 | Cc1c(CCC(=O)NCCC(=O)O)c(=O)oc2c(C)c3oc4c(c3cc12)CCCC4 | i | i | 1.1
17 | COC(=O)c1ccccc1NC(=O)CSc1nc(NC(=O)c2ccccc2)c2c(C)c(C)oc2n1 | i | i | 0.19
18 | CCc1ccc2c(c1)C(=O)c1ccccc1C2=O | i | i | 1.8
19 | CCn1c2ccccc2c2cc(NC(=O)COc3ccccc3OC)ccc21 | i | i | 1.1
20 | Cc1cc(NC(=O)CCC(=O)N(CC2CCCO2)C(C(=O)NC2CCCC2)c2ccccc2C)no1 (stereo unspecified) | i | i | -0.09
21 | CCOc1ccc(CNC(=O)CCCC(=O)n2ncc3cc(C)ccc32)cc1 | i | i | -0.14
22 | CCOC(=O)C(CC)Sc1nnc(COc2ccc(C)cc2)n1-c1ccccc1 (stereo unspecified) | i | i | -0.98
23 | CN(/N=C/c1ccc(-c2ccc([N+](=O)[O-])cc2)o1)c1ccccc1 | i | i | -1
24 | O=[N+]([O-])c1ccc(C[n+]2cccc3c4ccccc4ccc32)cc1 | i | i | -0.18

entry | structure | KCNQ2 block | CHT inh | Kir21 block
25 | CCC(c1nnnn1Cc1ccccc1)N(Cc1cc2cc(OC)ccc2[nH]c1=O)CC1CCCO1 (stereo unspecified) | i | i | -0.07
26 | O=C(NNS(=O)(=O)c1ccc(F)cc1F)C1Cc2c(ccc3ccccc23)O1 (stereo unspecified) | i | i | 1
27 | O=C(O)c1ccccc1C(=O)Nc1nccs1 | i | i | 2.4
28 | COc1ccc(Cl)cc1NC(=O)C1COc2ccccc2O1 (stereo unspecified) | i | i | -0.9
29 | COC(=O)c1cccc(NS(=O)(=O)c2ccc(OC)cc2)c1C | i | i | -1.7
30 | CCCCc1c(O)c2cccc3c2n(c1=O)CCC3 | i | i | -0.1
31 | COc1ccc2c(c1OC)C(=O)OC2Nc1nc(-c2cc3ccccc3oc2=O)cs1 (stereo unspecified) | i | i | -0.62
32 | O=C(Nc1nccs1)NC(C(F)(F)F)C(F)(F)F | i | i | 0.92
33 | COc1ccc(CCNS(=O)(=O)c2cc3c4c(c2)CCN4C(=O)CC3)cc1OC | i | / | 0.82
34 | COc1cccc(/C=N/NC(=O)Cn2ccnc2C)c1 | i | i | 1.1
35 | CCOc1ccccc1N1CCN(C(=O)c2c(-c3ccccc3Cl)noc2C)CC1 | i | i | 0.91
36 | COc1ccc2c(c1)S/C(=C\C(=O)c1ccncc1)N2C | i | i | -0.59

entry | structure | KCNQ2 block | CHT inh | Kir21 block
37 | CCOc1ccccc1NC(=O)/C=C/C(N)=O | i | i | 0.99
38 | COc1ccc(-n2c(-c3ccco3)n[nH]c2=S)cc1 | i | i | 1.5
39 | Cn1cnc2c(cnn2-c2ccccc2)c1=O | i | i | 0.2
40 | CN1CCN(C(=S)Nc2ccccc2Cl)CC1 | i | i | -1.2
41 | O=C(O)c1ccc(NS(=O)(=O)c2ccc3c(c2)C(=O)c2cc(S(=O)(=O)Nc4ccc(C(=O)O)cc4)ccc2-3)cc1 | i | i | 0.52
42 | CCOc1ccc(S(=O)(=O)NC(C)C(=O)NCc2ccc3c(c2)OCO3)cc1 (stereo unspecified) | i | i | 2.1
43 | COc1ccc(OC)c(-n2c(-c3cccc(S(=O)(=O)N(C)C)c3)n[nH]c2=S)c1 | i | i | -0.03
44 | CC1CCCCN1C(=O)C1CCCCN1S(=O)(=O)c1cccc([N+](=O)[O-])c1 (stereo unspecified) | i | i | 0.01
45 | CCCCC(=O)Nc1c(C)cc(C)cc1Cl | i | i | -2
46 | COc1ccc(-n2nc3c(c2NC(=O)c2ccc(S(=O)(=O)N4CCOCC4)cc2)CS(=O)C3)cc1 (stereo unspecified) | i | i | -0.94
47 | c1ccc2c(c1)CNc1ccccc1C2 | i | i | -1.8
48 | Cc1ccccc1CN1CCCC(C(=O)Nc2ccc(-c3ccn[nH]3)cc2)C1 (stereo unspecified) | i | i | -0.65

entry | structure | KCNQ2 block | CHT inh | Kir21 block
49 | Cn1c(Cc2ccccc2)[n+](C)c2ccccc21 | i | i | 1
50 | COc1ccccc1OCC(O)Cn1c(Br)nc2c1c(=O)[nH]c(=O)n2C (stereo unspecified) | i | i | 0.85
51 | Cc1ccc(C)c2[nH]c(=O)c(CCNC(=O)c3cc4ccccc4o3)cc12 | i | i | 0.24
52 | COC(=O)c1sccc1NC(=O)COc1cccc(C)c1 | i | i | -1.2
53 | CC(/C=N/NC(=O)Cn1nccc1C)=C\c1ccc(C(C)C)cc1 | i | i | -1.2
54 | CC(C)O/C(=N\S(=O)(=O)c1ccc(Cl)cc1)c1ccccc1 | i | i | -8.3*
55 | COc1cc(C2c3c(n[nH]c3C)C(=O)N2c2ccc(Br)cc2)ccc1O (stereo unspecified) | i | i | 1.1
56 | Cc1ccccc1CNS(=O)(=O)c1c(C)[nH]c(C)c1C(=O)N1CCCCC1 | i | i | -0.1
57 | Cc1ccc(N(C(=O)CCC(=O)Nc2cc(C)on2)C(C(=O)NC2CCCC2)c2ccccc2)cc1 (stereo unspecified) | i | i | 0.82
58 | Cc1cc(C)n(-c2ccc(NC(=O)C3CCN(Cc4cc(C)c(C)o4)CC3)cc2)n1 | i | i | 0.79
59 | O=C(CSc1nncn1-c1ccccc1)Nc1ccccc1 | i | i | 1.3
60 | CC(=O)/C(C(=N)N1CCN(Cc2ccccc2)CC1)=C(\C)O | i | i | -0.6

Single records, from the list above. Values in the order: KCNQ2 block, CHT inh, Kir21 block
`COc1ccccc1OCC(O)Cn1c(Br)nc2c1c(=O)[nH]c(=O)n2C` (stereo unspecified) is entered as i, i, 0.85
`O=C(CSc1nncn1-c1ccccc1)Nc1ccccc1` is entered as i, i, 1.3
`Cc1ccccc1CNS(=O)(=O)c1c(C)[nH]c(C)c1C(=O)N1CCCCC1` is entered as i, i, -0.1
`Cc1ccc(N(C(=O)CCC(=O)Nc2cc(C)on2)C(C(=O)NC2CCCC2)c2ccccc2)cc1` (stereo unspecified) is entered as i, i, 0.82

Next records
entry | structure | KCNQ2 block | CHT inh | Kir21 block
61 | O=C(O)c1nn(-c2cccc(C(F)(F)F)c2)ccc1=O | i | i | -0.57
62 | CSCCC(NS(=O)(=O)c1ccccc1F)C(=O)NNC(=O)c1csc(N2CCOCC2)n1 (stereo unspecified) | i | i | 0.84
63 | CC1CCN(C(=O)Cn2cc3c(n2)CCCC3)CC1 | i | i | 1.1
64 | CCN(CCCNC(=O)CN1C(=O)COc2ccccc21)c1cccc(C)c1 | i | i | -1.7
65 | Cc1ccccc1C(=O)Nc1ccc2c(c1)CCCN2C(=O)c1cccs1 | i | i | 0.5
66 | CCOC(=O)c1c(C)sc2c1N(C(=O)CN(CC)CC)c1cc(Cl)ccc1S2 | i | i | -2.6
67 | CCn1c(SCC(=O)N2CCCC2)nnc1-c1ccc(N)cc1 | i | i | -1.2
68 | CC(C)OCC(O)Cn1c(N2CCCC2)nc2c1c(=O)n(C)c(=O)n2C (stereo unspecified) | i | i | 1.3
69 | COC(=O)c1ccc(NC(=S)Nc2ccccn2)cc1 | i | i | 0.01
70 | O=S(=O)(c1ccccc1Cl)N1CCC(O)(c2ccc3c(c2)OCO3)CC1 | i | i | 0.38
71 | Cc1nnc(SCCN2CCOCC2)n1C | i | i | 0.1
72 | CCC(=O)Nc1ccc(Nc2nc(C)c([N+](=O)[O-])c(Nc3ccc(NC(=O)CC)cc3)n2)cc1 | i | i | -1.1

entry | structure | KCNQ2 block | CHT inh | Kir21 block
73 | Cc1cc(C)cc(OCC(=O)NNC(=O)CCN2C(=O)c3ccccc3C2=O)c1 | i | i | -0.95
74 | O=C(C1CCC(=O)N(C2CCCC2)C1)N1CCN(c2ccc(Cl)cc2)CC1 (stereo unspecified) | i | i | -1.7
75 | O=C(O)c1ccc2c(c1Nc1ccccc1)C(=O)c1ccccc1C2=O | i | i | -0.02
76 | CN1C(=O)c2ccc(NC(=S)NC(=O)C(C)(C)C)cc2C1=O | i | i | 1.4
77 | Cc1cc(C(=O)N2CCCC(N3CCN(c4cccc(Cl)c4)CC3)C2)nn1C (stereo unspecified) | i | i | 0.57
78 | O=Cc1ccc(-n2nncc2-c2ccc([N+](=O)[O-])cc2)cc1 | i | i | -0.45
79 | COc1ccc(-c2c(C)nn3c(NC4CCCC4)cc(C)nc23)cc1OC | i | i | -0.51
80 | O=C(NNC(=O)C1CC1)c1ccc(-c2ccccc2)cc1 | i | i | -0.06
81 | CCc1ccc(C2=NN(CCC(=O)NC(C)c3ccc4c(c3)OCCO4)C(=O)CC2)cc1 (stereo unspecified) | i | i | -0.3
82 | O=C(COC(=O)/C=C/c1cccc(Cl)c1)NCCC1=CCCCC1 | i | i | 0.76
83 | O=C1C(NS(=O)(=O)c2cccs2)=C(N2CCOCC2)C(=O)c2ccccc21 | i | i | -1.6
84 | CC(NC(=O)C[n+]1cccc(Br)c1)c1ccccc1 (stereo unspecified) | i | i | 0.49

entry | structure | KCNQ2 block | CHT inh | Kir21 block
85 | COCCn1nnnc1C(C(C)C)N1CCN(C(=O)c2ccco2)CC1 (stereo unspecified) | i | i | 1.9
86 | COC(=O)C1C(=O)C(C(=O)c2ccccc2)C(=O)CC1(C)C (stereo unspecified) | i | i | 1.9
87 | COc1ccc2cnn(CCOc3ccccc3)c(=O)c2c1OC | i | i | -0.14
88 | Cc1ccccc1CN1CCc2c(OCC(=O)N3CCCCC3)cccc2C1=O | i | i | 0.04
89 | CC(=O)c1cccc(NC(=S)NC(=O)c2ccccc2C)c1 | i | i | -0.75
90 | C=CCN(c1ccccc1C(=O)NCC(=O)O)S(=O)(=O)c1ccccc1C | i | i | -1.1
91 | CCc1[nH]nc(C(=O)N2CCCC(C(=O)c3cccc(C(F)(F)F)c3)C2)c1C (stereo unspecified) | i | i | -2.1
92 | COc1ccc2c(C(=O)CN(C)C3CCCCC3)c[nH]c2c1 | i | i | -0.41
93 | COc1cc(/C=C(\C#N)c2nc3ccccc3[nH]2)cc(Br)c1OCc1ccc(F)cc1 | i | i | -0.25
94 | Cc1nc(CC(=O)c2ccc(O)cc2O)cs1 | i | i | -0.45
95 | O=C(COc1ccc2c(c1)oc(=O)c1ccccc12)NCC1CCC(C(=O)O)CC1 (stereo unspecified) | i | i | 1.7
96 | CCOc1ccccc1NC(=O)CCCNC(=O)c1ccc(Cl)cc1 | i | i | -1.3

Compounds listed so far that have an aryl thioether with sulfur outside any ring (5):
entry | structure | KCNQ2 block | CHT inh | Kir21 block
17 | COC(=O)c1ccccc1NC(=O)CSc1nc(NC(=O)c2ccccc2)c2c(C)c(C)oc2n1 | i | i | 0.19
22 | CCOC(=O)C(CC)Sc1nnc(COc2ccc(C)cc2)n1-c1ccccc1 (stereo unspecified) | i | i | -0.98
59 | O=C(CSc1nncn1-c1ccccc1)Nc1ccccc1 | i | i | 1.3
67 | CCn1c(SCC(=O)N2CCCC2)nnc1-c1ccc(N)cc1 | i | i | -1.2
71 | Cc1nnc(SCCN2CCOCC2)n1C | i | i | 0.1

Next section:
entry | structure | KCNQ2 block | CHT inh | Kir21 block
97 | O=C(Nc1cccc2c1N(C(=O)c1ccco1)CCC2)c1ccco1 | i | i | 1.6
98 | O=C(CN(Cc1ccccc1Cl)C(=O)c1ccc(CN2CCOCC2)o1)NCc1ccccc1 | i | i | 0
99 | CC(C1CC1)N(C(=O)c1ccccc1[N+](=O)[O-])c1ccccc1 (stereo unspecified) | i | i | -0.55
100 | O=C(c1ccc(-n2c(SCc3cc(F)ccc3F)nc3ccccc3c2=O)cc1)N1CCOCC1 | i | i | 0.6
101 | Cc1onc(-c2c(Cl)cccc2Cl)c1NC(=O)NNc1ccccn1 | i | i | -0.46
102 | COc1ccc(/C=C(/NC(=O)c2ccco2)C(=O)N2CCOCC2)cc1 | i | i | 0.13
